# ADAM10 inh = inhibitors of human ADAM10 | recombinant ADAM10, EDANS/DABCYL FRET peptide cleavage, 3 h | inhibition, % at 7 µM | 370,000 compounds, 0.62% hits;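 active = inhibition above a per-campaign cutoff equal to the mean of compounds falling between control-based bounds plus 3 SD, cut at about 20% in these data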;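 also: 0% = DMSO wells while the 100% control is not disclosed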
# Target sequence (O14672 214-748 limits assumed): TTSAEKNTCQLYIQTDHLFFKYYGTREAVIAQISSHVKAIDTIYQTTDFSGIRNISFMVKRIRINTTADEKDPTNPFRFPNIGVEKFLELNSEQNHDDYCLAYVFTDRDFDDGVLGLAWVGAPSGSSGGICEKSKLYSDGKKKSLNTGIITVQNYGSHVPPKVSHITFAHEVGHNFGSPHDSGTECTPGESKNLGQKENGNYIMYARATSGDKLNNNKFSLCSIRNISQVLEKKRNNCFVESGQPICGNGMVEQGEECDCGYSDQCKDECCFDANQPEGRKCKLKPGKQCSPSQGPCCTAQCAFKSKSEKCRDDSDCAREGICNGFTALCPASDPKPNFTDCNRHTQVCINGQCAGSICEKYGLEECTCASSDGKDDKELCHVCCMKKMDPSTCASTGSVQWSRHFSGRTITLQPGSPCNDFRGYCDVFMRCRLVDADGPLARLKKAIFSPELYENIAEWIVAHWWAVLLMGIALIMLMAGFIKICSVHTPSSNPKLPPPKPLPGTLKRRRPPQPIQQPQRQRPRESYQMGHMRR
# sPLA2-III inh = Inhibits HGIII-sPLA2 liposome hydrolysis, primary screen; Q9NZ20; QFRET BODIPY PC-A2 liposome hydrolysis, fluorescence; inhibition, % at 12.2 µM; 370,000 compounds, 0.56% hits;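 active = inhibition above mean plus 3 SD of compounds lying within the high and low control bounds, cut at about 19% in these data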;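 also: 0% = median of test compound wells and 100% = no enzyme DMSO wells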
# GAA850 FXN act = frataxin GAA850 promoter activation | HEK293 lucGAA850 FXN promoter luciferase reporter, 24 h; percent of 10 µM SAHA response | activation, % at 6 µM | 360,000 compounds, 0.56% hits | AID 540364;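 active = activation above the average of all compounds screened plus 3 SD, cutoff fixed separately per campaign, cut at about 7.5% in these data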;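 also: 0% = DMSO wells and 100% = 10 µM SAHA wells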
# GC-B act = GC-B (human) receptor activation | P20594 | HEK293-GC-B cells, CNP EC30, cGMP TR-FRET; 0% at EC30 CNP, 100% saturating CNP | activation, % at 10 µM | 370,000 compounds, 0.11% hits;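 active = activation at 10 µM reaching about 35% in either raw or pattern-adjusted values, limit read from the data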
# ASAP1 GAP inh = blocks human ASAP1-stimulated Arf1 GTP hydrolysis; GDP FP detection; inhibition, % at 16.5 µM; 360,000 compounds, 0.19% hits; in the data active = inhibition above about 25%;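 also: 0% = vehicle with enzyme and substrate and 100% = no enzyme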
# Target sequence (Q9ULH1 325-724 limits assumed): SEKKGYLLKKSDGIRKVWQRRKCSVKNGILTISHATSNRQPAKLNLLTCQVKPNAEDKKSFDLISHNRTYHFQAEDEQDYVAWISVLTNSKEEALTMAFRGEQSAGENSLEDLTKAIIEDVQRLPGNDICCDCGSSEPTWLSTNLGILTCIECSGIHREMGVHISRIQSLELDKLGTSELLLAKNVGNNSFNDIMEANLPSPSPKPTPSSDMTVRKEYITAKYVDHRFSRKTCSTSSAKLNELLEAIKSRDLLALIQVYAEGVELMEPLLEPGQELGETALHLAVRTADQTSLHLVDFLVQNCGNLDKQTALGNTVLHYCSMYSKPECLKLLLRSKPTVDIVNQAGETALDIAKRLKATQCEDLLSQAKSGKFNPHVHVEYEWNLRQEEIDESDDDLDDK
# Tn6 DDE FP = inhibitors of Tn6 peptide binding to human fibrin DD(E); inhibition, % at 8.3 µM; Fibrin DD(E) TRITC-Tn6 fluorescence polarization displacement; 370,000 compounds, 0.21% hits;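 active = inhibition above a per-campaign cutoff: mean of compounds within control limits plus 3 SD, cut at about 15% in these data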;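 also: 0% = median of all compound wells on the plate and 100% = blocking peptide control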
# rCAG RNA binder = r(CAG) repeat RNA binding. TO-PRO-1 dye displacement fluorescence. inhibition, % at 3 µM. 370,000 compounds, 1.3% hits;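 active = inhibition above the plate cutoff, the mean of all test compounds on that plate plus 3 SD, cut at about 35% in these data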;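 also: 0% = DMSO alone and 100% = 100 µM mitoxantrone as full dye displacement; higher means more dye released from RNA so lower well fluorescence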
# GC-A act = GC-A (human) enzyme activation | activation, % at 10 µM | HEK293 GC-A cells, cGMP TR-FRET, EC30 ANP; 0% at EC30 ANP, 100% saturating ANP | 370,000 compounds, 0.14% hits; in the data active = activation above about 40%
# proKLK7 act = activates the human kallikrein-7 zymogen | P49862 | purified proKLK7, EDANS-DABCYL substrate fluorescence; 100% is mature enzyme control, 0% vehicle | activation, % at 7 µM | 370,000 compounds, 0.9% hits;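 active = activation above the mean of all tested compounds plus 3 SD, computed per campaign excluding outliers beyond control limits, cut at about 13% in these data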
# ARFGAP1 inhibitor = rat ARFGAP1 inhibition. inhibition, % at 16.5 µM. Q62848. Arfgap1-stimulated ARF1 GTP hydrolysis, GDP FP detection. 360,000 compounds, 0.26% hits;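 active = inhibition above a per-plate limit, mean inhibition of low control wells plus 3 SD, cut at about 25% in these data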;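 also: 0% = DMSO wells with enzyme and 100% = wells lacking Arfgap1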
#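 system = rat Arfgap1 catalytic domain, aa 1-136 | technique = FP, GDP Alexa 633 tracer displaced from anti-GDP antibody, 620/688 nm | compound = one concentration, 16.5 µM, DMSO 1.26% | medium = HEPES-based buffer, pH 7.5 | timing = compound-enzyme preincubation 20 min, reaction 120 min, detection 60 min, 25 °C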
# * hit, by the source's call; . = not tested or not shown.
SMILES,ADAM10 inh,sPLA2-III inh,GAA850 FXN act,GC-B act,ASAP1 GAP inh,Tn6 DDE FP,rCAG RNA binder,GC-A act,proKLK7 act,ARFGAP1 inhibitor
Cc1ccc(-c2nc3c4ccccc4ccn3c2Cc2cccc(Cl)c2)cc1,-47,-1,.,-4,18,-6,8,3,-23,10
CC1(NC(=O)CCc2nc3ccccc3c(=O)[nH]2)CCS(=O)(=O)C1 (stereo not given),-13,2,-0.5,1,7,0,-3,1,0.5,1
Cn1c(=N)n(CC(O)c2cccc3ccccc23)c2ccccc21 (stereo not given),-4,11,-1.5,-15,0,3,11,-20,-0.1,1
C=CCN(C(=O)c1csnn1)C(C(=O)NC1CCCC1)c1ccc(F)cc1 (stereo not given),14,3,-0.1,0,11,-4,2,-6,-0.5,7
NNc1nc2ccccc2nc1C(F)(F)F,-110,3,-0.3,0,-7,6,-1,3,-1.2,-4
O=C1c2ccccc2NC(c2ccc(-c3ccc(F)cc3)o2)N1O (stereo not given),-76,-3,5.2,0,5,9,9,-3,-0.3,9
CC(=O)Nc1ccc2nc(NC(=O)c3cccs3)sc2c1,-8,-3,3.3,-1,-7,2,2,-1,0.8,-4
CC1CC(C)(C)NC(=S)N1CC(=O)NCc1ccc(F)cc1 (stereo not given),2,6,-0.8,0,2,1,-5,0,-0.8,-7
O=C(COc1ccc([N+](=O)[O-])cc1)Nc1ccc2c(c1)OCO2,-2,9,3.0,-3,1,-9,-2,-1,0.0,13
O=C(NC(=S)NC1CCSC1=O)c1ccc([N+](=O)[O-])cc1 (stereo not given),9,5,2.4,-4,7,-6,2,1,-0.6,11
COc1cccc(C(C(=O)NC(C)(C)C)N(C(=O)CCC(=O)Nc2cc(C)on2)C2CC2)c1OC (stereo not given),-1,4,-1.9,-3,-3,2,-11,-2,0.0,2
O=C(N/N=C/c1ccc(Cl)cc1)C1CC12CCC2 (stereo not given),-4,-3,0.1,-5,-10,1,-1,6,0.1,1
CCN1C(=O)[C@H]2[C@@H](c3ccc(-c4ccc(OC)cc4)cc3)N[C@@](CC(C)C)(C(=O)OC)[C@H]2C1=O,-104,-9,0.2,-2,13,-7,2,3,-4.3,12
CC(C)C[C@H]1CN([C@@H](CC(C)C)CN2CCCC2CN2C(=S)NC[C@@H]2Cc2ccc(O)cc2)C(=S)N1CC1CCCCC1 (stereo not given in full),-2,-2,0.3,4,1,2,2,-1,0.0,-3
CCOC(=O)C1=CCN(S(=O)(=O)c2ccccc2F)C1c1cccc(Cl)c1 (stereo not given),5,-11,.,-4,-2,8,4,-1,-0.9,-4
O=C(NNC(=O)c1c(O)c2ccccc2[nH]c1=O)c1ccccc1Br,-2,6,0.6,-6,-13,3,-1,-1,-0.2,4
CCCN1CCCCC(NC(=O)OC(C)(C)C)C1=O (stereo not given),-1,-3,.,5,-4,13,2,0,0.6,-4
O=C(NCc1ccncc1)C1CCC(=O)N(CCc2ccc(Cl)cc2)C1 (stereo not given),-5,3,-0.7,3,-16,-2,-2,-1,0.1,-2
COc1ccc(C(c2sc3nc(C)nn3c2O)N2CCc3ccccc3C2)cc1 (stereo not given),-10,-12,0.9,-4,-7,3,1,2,0.1,-6
COC(=O)C1=C(C)NC(C)=C(C(=O)OC)C(N2C(=O)CCC2=O)C1 (stereo not given),-6,0,.,-2,6,-2,1,-4,-0.8,-2
CCOC(=O)c1ccc(NC(=O)CN(c2ccc(C)cc2)S(=O)(=O)c2c(C)nn(C)c2C)cc1,7,-52,0.4,2,1,-1,-1,-6,0.1,0
CN(CC(=O)Nc1ccc(F)c(F)c1F)C(=O)C1CC(=O)N(c2ccc3c(c2)OCCO3)C1 (stereo not given),-7,0,0.4,-6,-6,-2,0,3,0.1,3
O=C1CN(C(=O)COC(=O)CCC(=O)c2ccc(F)cc2)c2ccccc2N1,-2,-3,-0.6,-1,8,1,2,3,-0.3,18
CC1(C)CC(=O)c2cc(OCC(=O)NCCN3CCCc4ccccc43)ccc2O1,-472,0,-1.6,2,-2,8,-1,1,18*,0
CCC1=Nc2cc(C(=O)NCC3CCCO3)ccc2Sc2ccc(Cl)cc21 (stereo not given),5,-8,-3.7,4,-6,2,-3,3,0.1,7
COc1ccccc1/C=C/CN1CCCC(CO)(CCc2ccccc2)C1 (stereo not given),-9,-18,-0.3,-15,9,-4,-8,-31,0.2,-9
CCCC(=O)N1CCN(C2=NS(=O)(=O)c3ccccc32)CC1,5,-2,0.2,0,3,1,0,-1,-0.1,-1
CC1(C)Cc2ccccc2C(NN=C2CCCC2)=N1,-5,-1,-0.8,2,-4,7,-1,3,0.5,14
CC(=O)c1nn(-c2ccc(C(F)(F)F)cc2)c(=O)[nH]c1=O,5,-1,-0.5,-2,0,-11,3,2,0.0,4
O=C(Nc1ccc2c(c1)CCC2)C1CCCO1 (stereo not given),2,2,0.2,-1,-3,4,-2,2,-0.5,5
CC(=O)N1CCC(N(CCN2CCOCC2)C(=S)Nc2cccc(C)c2C)CC1,-5,6,-0.9,-4,-2,3,-5,4,0.0,9
O=C(NC1CC1)c1ccc(C2SCC(=O)N2Cc2ccccc2)cc1 (stereo not given),1,10,0.3,-18,-7,-8,-5,-5,-0.3,7
CCOc1nc2ccccc2nc1C,9,9,0.6,5,-17,2,1,-1,0.8,2
CN(C)c1ccc(C2/C(=C(/O)c3ccc(Br)cc3)C(=O)C(=O)N2C)cc1 (stereo not given),-3,9,-1.3,1,-16,-8,7,-4,-0.7,-2
O=C(CN1CCN(C(=O)CNC(=O)c2ccc3c(c2)OCO3)CC1)Nc1ccc(F)cc1,-3,2,-0.1,1,-11,0,-1,2,0.1,-8
COc1ccc([N+](=O)[O-])cc1N(CC(=O)NCCSc1ccc(C)cc1)S(C)(=O)=O,3,-9,-0.3,-4,6,-1,0,2,-0.5,-3
Cc1ccc(NC(=O)Nc2ccccc2)cc1[N+](=O)[O-],0,9,3.5,-2,-4,-4,2,9,0.1,9
O=C(CN1CCCC1c1ccc2c(c1)OCCO2)NC(=O)Nc1ccccc1 (stereo not given),-7,-3,-1.1,1,0,5,0,-5,0.4,-2
COc1ccc(OC)c(NC(=O)CCn2cccc2)c1,4,3,-0.4,3,-14,2,1,2,0.0,9
COc1ccc(OC)c(CN2C(=O)CCC2(C)c2nnnn2Cc2ccccc2)c1 (stereo not given),-10,7,.,-7,9,1,1,-5,0.6,2
CC(C)CC(=O)NC(=S)Nc1ccccc1C(=O)Nc1ccccc1,-18,11,1.8,3,2,2,-5,5,8.3,0
O=S(=O)(c1ccc(-c2cnc(C3CC3)o2)cc1)N1CCN(c2ccccc2)CC1,4,2,-1.1,-1,11,0,5,0,-0.8,6
O=C(OCCNc1ccc(C(F)(F)F)cc1[N+](=O)[O-])c1cc2ccccc2oc1=O,4,-2,-0.5,-9,-12,-2,0,-1,-0.2,-6

# One compound at a time (already shown). Order of values: ADAM10 inh | sPLA2-III inh | GAA850 FXN act | GC-B act | ASAP1 GAP inh | Tn6 DDE FP | rCAG RNA binder | GC-A act | proKLK7 act | ARFGAP1 inhibitor
# `CN(C)c1ccc(C2/C(=C(/O)c3ccc(Br)cc3)C(=O)C(=O)N2C)cc1` (stereo not given) is listed as -3 | 9 | -1.3 | 1 | -16 | -8 | 7 | -4 | -0.7 | -2
# `CC(=O)N1CCC(N(CCN2CCOCC2)C(=S)Nc2cccc(C)c2C)CC1` is listed as -5 | 6 | -0.9 | -4 | -2 | 3 | -5 | 4 | 0.0 | 9
# `O=C(NC1CC1)c1ccc(C2SCC(=O)N2Cc2ccccc2)cc1` (stereo not given) is listed as 1 | 10 | 0.3 | -18 | -7 | -8 | -5 | -5 | -0.3 | 7

# Shown with bars between the fields: entries from further up.
Structure | ADAM10 inh | sPLA2-III inh | GAA850 FXN act | GC-B act | ASAP1 GAP inh | Tn6 DDE FP | rCAG RNA binder | GC-A act | proKLK7 act | ARFGAP1 inhibitor
O=C1CN(C(=O)COC(=O)CCC(=O)c2ccc(F)cc2)c2ccccc2N1 | -2 | -3 | -0.6 | -1 | 8 | 1 | 2 | 3 | -0.3 | 18
CC1(C)CC(=O)c2cc(OCC(=O)NCCN3CCCc4ccccc43)ccc2O1 | -472 | 0 | -1.6 | 2 | -2 | 8 | -1 | 1 | 18* | 0
CCC1=Nc2cc(C(=O)NCC3CCCO3)ccc2Sc2ccc(Cl)cc21 (stereo not given) | 5 | -8 | -3.7 | 4 | -6 | 2 | -3 | 3 | 0.1 | 7
COc1ccccc1/C=C/CN1CCCC(CO)(CCc2ccccc2)C1 (stereo not given) | -9 | -18 | -0.3 | -15 | 9 | -4 | -8 | -31 | 0.2 | -9
CCCC(=O)N1CCN(C2=NS(=O)(=O)c3ccccc32)CC1 | 5 | -2 | 0.2 | 0 | 3 | 1 | 0 | -1 | -0.1 | -1
CC1(C)Cc2ccccc2C(NN=C2CCCC2)=N1 | -5 | -1 | -0.8 | 2 | -4 | 7 | -1 | 3 | 0.5 | 14
CC(=O)c1nn(-c2ccc(C(F)(F)F)cc2)c(=O)[nH]c1=O | 5 | -1 | -0.5 | -2 | 0 | -11 | 3 | 2 | 0.0 | 4

# Compound activity deposited in PubChem by several laboratories.
